Source: PubChem BioAssay
NPC1 prom act = NPC1 promoter activation. Potency, µM (doses to about 9.22 µM), for the others: top-dose activation, hits mostly activators. actives 2.4% (n = 320,000). Huh7 NPC1 promoter luciferase reporter, 24 h;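 further: potency means the concentration at half of the fitted maximal effect; % of control where 0% means no effect; nearly all actives have a fitted effect of over 60% in size; reporter is driven by a mutant NPC1 promoter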
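Luminescence read-out of NPC1 promoter-driven luciferase in stably transfected Huh7 cells; compounds delivered in DMSO and left 24 h at 37C, 5% CO2, qHTS titration format.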
Giardia killer = Giardia lamblia killing. Giardia lamblia trophozoite viability. activity change, % at 7.66 µM, hits read low. actives 0.15% (n = 340,000). AID 540267; in the data active means activity change below about -80%; inconclusive means between about -30% and that limit;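 further: parasites exposed to compound for two days anaerobically before the ATP read; on the % scale 0 is the no-effect control and ±100 the full control effect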
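Giardia lamblia trophozoites (100 cells/well) were incubated with compounds for 48 h at 37 deg C under anaerobic conditions. Viability was read as ATP content by one-step luminescence after 15-30 min at room temperature.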
ELG1 genotoxic = inducers of genotoxicity in HEK293T ELG1-luciferase cells; actives 1.3% (n = 330,000); HEK293T ELG1-luciferase reporter, luminescence, 16 h; Potency, µM (highest dose often 46 µM), for inactives: at the top dose activity change, positive = activation, hits mostly activators; further: potency means the concentration at half of the fitted maximal effect; % of control where 0% means no effect; nearly all actives have a fitted effect of over 60% in size
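HEK293T cells expressing luciferase-tagged ELG1 were exposed to compound or DMSO vehicle for 16 hr at 37 °C and 5% CO2. Luciferase activity was then measured with ONE-Glo after 30 min at room temperature.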
VP16 counter = inhibits Gal4-VP16 luciferase reporter, ROR gamma counter-screen; Drosophila S2 Gal4-VP16 UAS-luciferase, luminescence, 20 h; Potency, µM (highest dose often 53.6 µM), for the others: top-dose activity, negative = inhibition, usual class: inhibitors; actives 3.5% (n = 310,000); AID 2546;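 further: Gal4-VP16 expression switched on by copper sulfate through the metallothionein promoter; potency means the concentration at half of the fitted maximal effect; on the % scale 0 is the no-effect control and ±100 the full control effect; nearly all actives have a fitted effect of over 50% in size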
RORg inh = blocks mouse ROR gamma transcriptional activity | Potency, µM (doses to about 53.6 µM), without a hit: at the highest dose activity change, negative = inhibition, usual class: inhibitors | P51450 | Drosophila S2 Gal4-RORgamma UAS-luciferase reporter, 20 h | actives 5.4% (n = 310,000); further: potency means the concentration at half of the fitted maximal effect; on the % scale 0 is the no-effect control and ±100 the full control effect; nearly all actives have a fitted effect of over 60% in size
Target sequence (P51450 whole entry, looked up, the tested form may be a part): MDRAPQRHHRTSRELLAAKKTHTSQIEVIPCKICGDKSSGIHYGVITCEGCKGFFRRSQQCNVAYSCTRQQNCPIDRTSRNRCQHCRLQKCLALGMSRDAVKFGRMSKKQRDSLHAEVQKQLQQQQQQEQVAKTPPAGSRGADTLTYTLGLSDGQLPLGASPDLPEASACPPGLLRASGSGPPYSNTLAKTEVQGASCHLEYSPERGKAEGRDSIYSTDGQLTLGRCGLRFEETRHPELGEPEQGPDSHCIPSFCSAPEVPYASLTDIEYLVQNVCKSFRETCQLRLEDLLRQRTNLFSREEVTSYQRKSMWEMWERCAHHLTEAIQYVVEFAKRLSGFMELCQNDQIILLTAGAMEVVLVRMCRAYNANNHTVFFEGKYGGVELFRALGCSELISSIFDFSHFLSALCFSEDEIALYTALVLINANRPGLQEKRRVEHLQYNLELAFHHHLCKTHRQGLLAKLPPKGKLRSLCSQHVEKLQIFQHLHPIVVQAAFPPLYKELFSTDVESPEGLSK
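A Gal4/UAS one-hybrid system in insect cells: metallothionein-promoter Gal4–ROR gamma fusion plus Photinus luciferase reporter. Copper sulfate 700 uM final, 20 hr ambient incubation, luminescent detection after 10 min with reagent.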
p53 reactivator = mutant p53 re-activation in reporter cells. H1299 p53-A138V BP100-luciferase reporter, luminescence, 24 h. Potency, µM (series often up to 92.2 µM), for inactives: at the top dose activity change, positive = activation, hits mostly activators. actives 0.063% (n = 320,000). AID 504706; further: potency means the concentration at half of the fitted maximal effect; % of control where 0% means no effect; nearly all actives have a fitted effect of over 45% in size
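p53-null H1299 cells stably carrying temperature-sensitive p53-A138V and a BP100-luciferase reporter were pinned with compounds (4-point, 1:5 series) and held 24 hrs at 37 deg C. Luminescence was read 10 min after detection reagent.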
PKM2 activator = PKM2 (human) enzyme activation; P14618; purified PKM2, Kinase-Glo ATP luminescence, activation; response scale: 0% is enzyme alone, no compound; Potency, µM (highest dose often 57.5 µM), for inactives: at the top dose activation, hits mostly activators; actives 0.34% (n = 260,000); AID 1631; further: potency means the concentration at half of the fitted maximal effect; on the % scale 0 is the no-effect control and ±100 the full control effect; nearly all actives have a fitted effect of over 55% in size
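hPK-M2, >95% pure; 0.1 mM ADP / 0.5 mM PEP final; imidazole pH7.2 buffer w/ 7 mM MgCl2, 50 mM KCl; 1 h RT; Kinase-Glo lum. Intermediate enzyme activity for dual inhibitor/activator qHTS.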
Menin MLL FP TR = menin-MLL binding inhibition, Texas Red mutant peptide. actives 0.23% (n = 270,000). Potency, µM (top dose mostly 61.6 µM), for inactives: top-dose FP activity change, negative = inhibition, actives largely listed as inhibitors. Menin + Texas Red MLL mutant peptide, fluorescence polarization. O00255; active means well fitted inhibition curve with a large enough effect in the polarisation, with a control signal flat, not every such curve was filed as active; inconclusive means small, poorly fitted or top-dose-only effect, or effect the other way, or a change in a side signal; inactive means no such curve, though single readings can be large or run the other way; the % refers to the polarisation; further: potency means the concentration at half of the fitted maximal effect; % of control where 0% means no effect; many of its hits are not listed in these tables
BRCA1 expr up = increases BRCA1 expression | MCF7-BRCA1-FFLuc reporter, luminescence, 48 h; response scale: scaled: vehicle 0%, 10 µM genistein 100% | Potency, µM (highest dose often 46.1 µM), inactives show at the highest dose activation, actives largely listed as activators | actives 1.1% (n = 380,000); further: potency means the concentration at half of the fitted maximal effect; nearly all actives have a fitted effect of over 80% in size; some results filed as inactive show a strong effect at the top dose
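Using MCF7 cells harboring a BRCA1 firefly luciferase reporter, plated 2 h before compound pinning, the screen measured luminescence after 48 h incubation. Responses were normalized to DMSO and 10 microM genistein, then fitted for concentration-effect.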
FLuc counter = firefly luciferase modulation, counter-screen for miR-21 project; P08659; purified FLuc, Km substrates, luminescence inhibition; Potency, µM (doses to about 57.5 µM), inactives show at the top dose activity change, negative = inhibition, usual class: inhibitors; actives 6.9% (n = 360,000); AID 588342;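 further: potency means the concentration at half of the fitted maximal effect; plate controls were vehicle for no effect and reference inhibitor for full effect; nearly all actives have a fitted effect of over 55% in size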
Target sequence (P08659 whole entry, looked up): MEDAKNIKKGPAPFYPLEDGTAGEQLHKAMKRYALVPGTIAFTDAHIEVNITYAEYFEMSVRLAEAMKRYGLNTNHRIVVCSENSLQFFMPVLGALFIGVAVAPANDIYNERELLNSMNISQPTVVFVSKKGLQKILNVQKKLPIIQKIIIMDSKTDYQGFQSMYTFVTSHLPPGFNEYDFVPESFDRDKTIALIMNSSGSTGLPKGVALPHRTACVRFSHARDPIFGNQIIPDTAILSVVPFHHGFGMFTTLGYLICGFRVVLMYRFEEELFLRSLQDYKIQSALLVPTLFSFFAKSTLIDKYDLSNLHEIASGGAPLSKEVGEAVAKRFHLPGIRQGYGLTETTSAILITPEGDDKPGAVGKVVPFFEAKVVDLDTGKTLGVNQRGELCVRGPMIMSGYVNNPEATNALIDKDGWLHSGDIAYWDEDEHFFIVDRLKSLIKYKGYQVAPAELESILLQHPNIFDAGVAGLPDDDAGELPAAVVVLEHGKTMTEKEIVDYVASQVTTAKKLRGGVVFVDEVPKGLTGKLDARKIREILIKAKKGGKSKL
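Purified P. pyralis luciferase, 10 nM final, with Km-level 10 uM D-luciferin and 10 uM ATP in 50 mM Tris acetate pH 7.5, 10 mM Mg acetate, 0.01% Tween-20, 0.05% BSA; 6-point qHTS titration about 60 µM downward; luminescence read.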
Rab9 promoter act = activates the Rab9 promoter. Potency, µM (doses to about 9.22 µM), for inactives: top-dose activation, negative = inhibition, actives largely listed as activators. actives 2.8% (n = 320,000). AID 485297. Huh7 Rab9 promoter-luciferase reporter, luminescence, 24 h; further: potency means the concentration at half of the fitted maximal effect; % of control where 0% means no effect; nearly all actives have a fitted effect of over 60% in size
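Luciferase signal after 10 min detection reagent at ambient indicates Rab9 promoter upregulation; stably transfected Huh7 cells were treated 24 h with compound in DMSO at 37 °C, 5% CO2.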
Active calls of the source: *; u = inconclusive; x = no result given; & = joins results of further samples; [ ] = remark or other dose. Unless noted, the call rests on the fitted dose curve; in most records, active means well fitted curve in the direction sought with a large enough effect; inconclusive means small, poorly fitted or top-dose-only effect, or another doubt; inactive means no such curve, though single readings can be large; an effect the other way counts as inactive or inconclusive. The list is partial (hit frequency here may not be typical).

Molecule	NPC1 prom act	Giardia killer	ELG1 genotoxic	VP16 counter	RORg inh	p53 reactivator	PKM2 activator	Menin MLL FP TR	BRCA1 expr up	FLuc counter	Rab9 promoter act
COCCN(C(=O)CCc1nnc(CCc2c[nH]c3ccccc23)o1)C(C)C	2.0%	-13.1	0.3%	-0.3%	9.7%	0.5%	-0.9%	-0.3%	10.8%	-1.2%	11.4%
CCOc1ccc(C(=O)NCCO)cc1	0.1%	19.8	3.1%	-11.3%	-0.3%	4.0%	0.0%	-7.0%	13.8%	-1.1%	1.5%
CN(C(=O)COC(=O)CSc1ccc([N+](=O)[O-])cc1)C1CCS(=O)(=O)C1 (stereo not drawn)	-0.2%	14.6	-4.9%	x	x	6.6%	x	x	8.1%	1.2%	1.1%
CCOC(=O)C1CCCN(CC(O)COc2cccc(C)c2)C1 (stereo not drawn)	0.2%	-10.5	0.2%	-9.6%	-5.8%	10.7%	-0.6%	-9.9%	-0.4%	-6.3%	-0.7%
COc1ccc(C(CCN2CCCC(C)C2)c2c(OC)cc(OC)c3c(C)cc(=O)oc23)cc1 (stereo not drawn)	1.4%	-10.9&-2.5	4.6%	-16.7%&-3.0%	5.6%&-4.2%	-5.5%	-0.4%	-15.0%	-11.7%	-1.6%	-8.2%
CCN(CC)S(=O)(=O)c1ccc2c(c1)nc(CCC(=O)OCC(=O)Nc1cc(Cl)cc(Cl)c1)n2C	0.2%	-17.0	2.3%	0.0%	u	-1.6%	-5.0%	0.8%	8.3%	-7.0%	-1.6%
N#Cc1ccc(Oc2ccc(C(F)(F)F)cc2NC(=O)c2ccc(F)cc2)cc1	0.0%	-15.2	-7.7%	21.8%	5.6%	-3.1%	-0.1%	x	-25.8%	0.3%	-7.1%
O=C(NCc1cccnc1)Nc1ccc2c(c1)OCO2	11.5%	-6.9	u	-0.7%	13.0%	2.9%	-0.8%	-0.5%	58.6%	u	29.1%
Cc1nn(Cc2cccc(C(N)=O)c2)c(C)c1Br	3.4%	-7.5	-3.4%	-0.5%	25.4%	-4.8%	-1.1%	x	-23.7%	-0.7%	-3.0%
Cc1ccc2c(c1)c1c(n2CC(O)CNC(CO)(CO)CO)CCCC1 (stereo not drawn)	-0.6%	-1.6	-0.1%	6.1%	3.4%	-7.5%	-2.1%	-5.8%	0.0%	1.0%	-8.6%
O=C(CNS(=O)(=O)c1ccc(F)c(Cl)c1)N1CCCC1	-1.5%	10.1	0.1%	-3.3%	1.3%	x	2.4%	9.8%	0.0%	-0.9%	3.6%
CCOc1ccc(-c2cc(C)n3nc(C(N)=O)cc3n2)cc1	9.2%	-12.8	-13.7%	-10.6%	-35.6%	-3.4%	-9.4%	-8.1%	-2.7%	0.5%	2.1%
COc1cccc(C(C)N(C)Cc2nc(-c3ccoc3)oc2C)c1 (stereo not drawn)	-5.9%	-13.6	0.8%	-1.0%	-2.6%	-0.3%	-9.1%	14.1%	3.2%	-1.5%	1.0%
CCCN(CC(=O)Nc1ccccc1C)C(=O)Cc1cccs1	0.0%	12.1	-2.2%	x	x	-11.3%	x	x	0.2%	1.9%	-4.2%
COc1ccc(NCc2cc3cc(OC)ccc3[nH]c2=O)cc1	u	6.4	-7.1%	-11.5%	34.3%	-1.2%	1.0%	-11.3%	-32.9%	2.1%	3.3%
COc1ccccc1-n1cc(C(=O)NCC(=O)N2CCN(c3ccccn3)CC2)c2ccccc2c1=O	16.1%	-5.7	12.1%	u	u	8.5%	-3.0%	x	84.6%	3.38µM*	17.2%
COc1cc(/C=N\Nc2nc(-c3ccc(C)cc3)c(NC(C)=O)s2)ccc1O	-2.7%	-5.3	2.1%	-1.0%	2.0%	0.9%	17.8µM*	x	-2.5%	u	-0.3%
CC(=O)NC12CC3CC(C)(C1)CC(NC(C)=O)(C3)C2	2.6%	10.9	2.0%	0.1%	7.4%	8.7%	11.8%	-3.0%[11.7 µM]	-5.4%	0.2%	8.0%
CCOC(=O)c1c(=O)n(O)c2ccc(OC)cc2[n+]1[O-]	-0.4%	-25.3	0.6%	-5.0%	2.2%	-6.3%	0.5%	7.3%	-7.4%	5.2%	-3.7%
CN1CCCN(C(=O)CC2(CC(=O)O)CCCCC2)CC1	-1.7%	6.9	-1.2%	1.7%	0.8%	-1.3%	0.6%	x	0.0%	0.1%	-9.0%
Cc1ccn2cc(CSc3ccccc3N)nc2c1	2.24µM*	-8.0	u	-6.8%	12.6µM*	5.3%	11.0%	6.3%	u	10.7µM*	0.631µM*
Cc1noc(C)c1COC(=O)c1cccc(N(C)C)c1	-0.1%	0.1	-0.9%	-20.6%	40.5%	0.1%	1.1%	-8.7%	-8.3%	-8.9%	1.1%
Clc1ccccc1CN1CCN(/N=C/c2ccncc2)CC1	-3.9%	3.0	-2.9%	2.2%	23.5%	-0.7%	15.4%	35.3%[activator]	-5.2%	4.2%	-18.3%
O=[N+]([O-])c1cccc(-c2cc3ccccc3[nH]2)c1	u	-12.5	u	u	6.3%	11.0%	-2.2%	u	25.2%	-12.0%	26.6%
COc1ccccc1/C=N/NC(=O)c1c(-c2ccccc2)noc1C	2.2%	2.9	-4.4%	2.6%	0.4%	3.5%	0.7%	-32.2%	-13.7%	7.0%	0.1%
CCOCCCNCc1cc(Cl)ccc1OCC	0.0%	-1.2	-3.9%	4.1%	-14.1%	-1.7%	-3.9%	1.8%	15.5%	-1.8%	-2.3%
C/C(=C(/CCO)SSCC1CCCO1)N(C=O)Cc1cnc(C)nc1N (stereo not drawn)	-4.4%	-15.8	1.7%	x	x	3.5%	x	x	-10.6%	-1.4%	-1.7%
Cc1ccc(S(=O)(=O)Nc2ccc(C(=O)Nc3ccncc3)cc2)cc1	0.3%	32.1[activator]	-1.4%	-10.7%	35.3%	-22.4%	1.9%	u	-37.0%	-7.4%	-2.6%
CC(=O)c1cc(C#N)c(SCc2ccncc2)nc1C	1.1%	5.4	-4.3%	6.0%	12.0%	2.5%	-0.5%	-7.0%	34.3%	-2.0%	8.0%
Cc1ccccc1C(=O)NCC(=O)Nc1ccc(C)c(S(=O)(=O)N2CCCCCC2)c1	-4.6%	5.5	-14.7%	7.3%	5.0%	-10.0%	x	x	-31.0%	-2.8%	-8.7%
COc1ccc(C(=O)N2CCN(c3ccc([N+](=O)[O-])c(-n4nc(C)cc4C)c3)CC2)cc1	-0.9%	2.3	0.0%	-6.3%	8.7%	1.4%	u	6.4%	-18.6%	-1.3%	-7.0%
CCN(C(=O)COC(=O)c1oc2ccccc2c1C)c1c(N)n(Cc2ccccc2)c(=O)[nH]c1=O	-4.3%	-2.3	0.7%	x	x	-8.0%	x	x	6.2%	2.7%	-11.2%
Nc1nc(CN2CCCCC2)cs1	1.8%	-3.2	-0.6%	-1.4%	9.6%	0.6%	2.6%	-12.9%	1.1%	6.4%	-1.8%
N=C(N)SCc1ncccc1O	2.2%	-24.2	-0.1%	2.3%	1.8%	3.0%	3.1%	x	1.0%	1.0%	-1.5%
Cc1ccc2nc(C)c(C(=O)N/N=C/c3cccs3)n2c1	16.7%	0.4	-0.2%	-2.2%	11.2µM*	8.9%	2.9%	9.1%	-16.6%	u	-2.7%
Cc1cc(CNC(=O)[C@H](C)[C@@H]2C[C@@]2(C)[C@@H](NC(=O)OCc2ccccc2)c2ccccc2)nn1C	-1.9%	-2.6	-1.6%	u	u	-2.8%	-1.1%&3.0%	-7.9%&-6.3%	-16.4%	-0.5%	-5.7%
COc1ccc(NS(=O)(=O)c2ccc(NC(=O)c3ccccc3)cc2)nn1	-1.8%	-2.2	-0.1%	-9.6%	30.5%	-1.4%	-4.3%	-6.1%	-15.2%	-16.3%	-3.6%
COc1ccccc1OCC(=O)Nc1ccc(S(=O)(=O)N2CCN(C)CC2)cc1	-4.1%	-8.6	1.0%	0.6%	9.5%	3.3%	-3.8%	3.2%	11.8%	3.1%	0.2%
COc1ccc(C(=O)n2nc(-c3ccccc3)nc2SC)cc1	6.7%	-4.4	0.8%	-20.9%	2.8%	-0.7%	6.3%	-24.9%	-1.5%	0.0%	5.3%
O=C(CN1CCOCC1)Nc1ccc(Oc2ccc(NC(=O)CN3CCOCC3)cc2)cc1	-0.2%	-17.7	3.6%	0.6%	-18.3%	21.5%	-1.4%	26.3%	-3.7%	3.2%	-5.7%
